Source: PubChem
GRK2 inh: blocks RNA aptamer binding to human GRK2; P25098; bead flow cytometry, FAM-aptamer displacement from GRK2; inhibition of aptamer binding, % at 10 µM; actives 0.59% (n = 330,000); AID 488847;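 active = inhibition of aptamer binding above 40%, roughly 3 SD of noise, on plates passing a quality check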;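 also: median bead fluorescence of bound FAM aptamer so fluorescent compounds give negative values; no value below 0 was filed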
VLA-4 inh: inhibition in a human VLA-4 binding assay. VLA-4 expressing cells, ligand binding flow cytometry. inhibition, % (about 7 µM as worked out from the volumes in the protocol). actives 0.2% (n = 330,000). AID 2557; in the data active = inhibition above about 50%
CTSL1 counter: counter-screen for PFM18AAP inhibitors: inhibitors of F. hepatica cathepsin L1; inhibition, % at 5.96 µM; recombinant F. hepatica cathepsin L1, Z-Leu-Arg-MCA fluorescence; AID 1906; actives 0.49% (n = 300,000);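 active = inhibition above the mean of all tested compounds plus 3 SD, set per screening campaign, cut at about 17% in these data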;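 also: 0% = plate median of test compound wells and 100% = 1 µM Z-Phe-Ala-diazomethylketone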
GASC-1 inh: inhibitors of human GASC-1 (JMJD2C) demethylase. Q9H3R0. GST-JMJD2C(1-420) H3K9me3 demethylation, DELFIA europium. inhibition, % at 2.35 µM. actives 0.069% (n = 330,000);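 active = more than half of a compound's replicate wells show inhibition beyond 50%, single wells judged on their own value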;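 also: signal counts dimethyl H3K9 product captured on neutravidin plate; 0% = median of DMSO wells and 100% = 0.3 times that DMSO median; strong numbers were not always called active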
PP5 primary: blocks human protein phosphatase 5 activity. P53041. inhibition, % at 6.7 µM. purified PP5c, OMFP substrate fluorescence. actives 0.18% (n = 320,000);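 active = inhibition above the campaign's mean inhibition across all tested compounds plus 3 SD, cut at about 9.5% in these data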;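 also: 0% = DMSO only and 100% = 100 µM cantharidin control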
Target sequence (P53041 whole entry, looked up): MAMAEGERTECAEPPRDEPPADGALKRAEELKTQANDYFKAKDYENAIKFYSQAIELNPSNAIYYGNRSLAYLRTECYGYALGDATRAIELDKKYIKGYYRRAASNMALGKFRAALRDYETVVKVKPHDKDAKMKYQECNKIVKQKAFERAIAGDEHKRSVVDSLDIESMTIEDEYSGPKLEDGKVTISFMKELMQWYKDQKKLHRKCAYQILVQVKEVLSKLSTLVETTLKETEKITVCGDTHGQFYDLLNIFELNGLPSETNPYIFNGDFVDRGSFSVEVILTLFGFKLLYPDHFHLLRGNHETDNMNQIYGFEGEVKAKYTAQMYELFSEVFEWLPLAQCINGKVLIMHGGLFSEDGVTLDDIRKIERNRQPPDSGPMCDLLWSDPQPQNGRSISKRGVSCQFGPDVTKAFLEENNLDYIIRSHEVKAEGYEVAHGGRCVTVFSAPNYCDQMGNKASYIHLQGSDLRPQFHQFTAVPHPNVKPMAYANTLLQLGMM
proCasp7 act: counter-screen: procaspase-7 (human) activation; AID 463210; recombinant procaspase-7, Ac-DEVD-pNA absorbance 405 nm; D23A/D198A/D206A triple mutant, cannot self-cleave; scale: DMSO 0, 5 µM enzyme 100; activation, % at 8.5 µM; actives 0.093% (n = 330,000);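 active = percent activation above the screen-wide mean plus 3 SD, cut at about 25% in these data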
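Detection: p-Nitroaniline absorbance at 405 nm, read at 0 and 120 min; system: Uncleavable procaspase-7 mutant enzyme; evaluation: % activation from two-timepoint absorbance difference, scaled to controls; times: 1 h enzyme–compound preincubation and 2 h substrate reaction, both 25 °C; buffer or medium: Zinc-free HEPES pH 7.4 with 300 mM NaCl, 0.01% Triton X-100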
proCasp3 act: activators of human procaspase-3 | recombinant procaspase-3 D3A, Ac-DEVD-pNA absorbance 405 nm | actives 0.11% (n = 330,000) | P42574 | activation, % at 8.5 µM;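 active = activation above the mean of all tested compounds plus 3 SD, cut at about 21% in these data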;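 also: 0% = DMSO alone and 100% = DMSO wells spiked with extra 5 µM PC-3 D3A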
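Evaluation: percent activation relative to control range; Material: Procaspase-3 D3A mutant, all three cleavage aspartates alanine; Compound: single dose, 8.5 µM nominal compound, 0.8% DMSO; Replication: one well per compound; Signal: absorbance at 405 nm, 0 and 120 min; Schedule: 1 h preincubation plus 2 h reaction at 25 °C.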
PP1 counter: PP1-alpha (human) inhibition in PP5 counter-screen. P62136. purified PP1alpha, OMFP fluorescence. inhibition, % at 6.7 µM. actives 0.9% (n = 320,000). AID 2235;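 active = inhibition above the mean inhibition of all tested compounds plus 3 SD, computed separately for each screening campaign, cut at about 15% in these data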
Target sequence (P62136 whole entry, looked up): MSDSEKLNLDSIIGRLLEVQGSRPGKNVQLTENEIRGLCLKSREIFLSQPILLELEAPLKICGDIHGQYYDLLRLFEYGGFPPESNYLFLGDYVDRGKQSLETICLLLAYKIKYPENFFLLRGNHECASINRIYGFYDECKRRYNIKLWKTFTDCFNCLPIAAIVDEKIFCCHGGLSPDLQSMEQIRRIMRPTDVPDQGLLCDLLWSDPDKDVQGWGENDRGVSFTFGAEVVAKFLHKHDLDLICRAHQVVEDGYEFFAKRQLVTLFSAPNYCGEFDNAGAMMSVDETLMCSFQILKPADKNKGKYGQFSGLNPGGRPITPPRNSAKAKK
core dimer inh: blocks dimerization of HCV core protein | actives 0.33% (n = 300,000) | inhibition, % at 5 µM | TR-FRET GST/Flag-core106 dimerization, 1536-well;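 active = inhibition above the mean of all tested compounds plus 3 SD, set per screening campaign, cut at about 45% in these data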
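Assay system: tagged HCV core106 pair (GST and Flag); medium: KF-containing HEPES buffer, pH 7.45, DTT, CHAPS, BSA; also added: Eu donor and XL665 acceptor anti-tag antibodies; dosing: 5 µM single dose; timing: compound-protein-antibody incubation 4 h at 22.5 °C; signal: TR-FRET 671 and 617 nm emission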
Numbers without * were called inactive; · = not tested or not shown; & = joins results of further samples.

Sequence of screens: proCasp3 act, GASC-1 inh, VLA-4 inh, proCasp7 act, PP1 counter, core dimer inh, PP5 primary, CTSL1 counter, GRK2 inh
COc1ccc(-c2csc(NC(=O)CN3C(=O)C4CCCCC4C3=O)n2)cc1OC (centres undefined)
 : 5, -1, 2, 5, -4, 7, 2.8, 2, 0
CCn1cc(C(=O)N[C@@H](C)C(=O)OC)c(=O)c2cc3c(cc21)OCO3
 : 1, 28, -4, -1, 1, 8, 0.2, -1, 1
CCCCc1nc2ccccc2c(NC(=O)CN2CCCC2)c1CCC
 : 4, -2, 36, -6, -3, 6, 3.1, -3, 2
CCc1c(C#N)c(SCc2c(C)noc2C)nc2c1C(=O)CC(C)(C)C2
 : 0, 41, -14, -6, 7, 7, -3.4, 10, 1
Cc1cc(C)n(CCCNC(=O)C(C)(C)Oc2ccc(Cl)cc2)n1
 : 7, 1, 25, -8, -1, ·, 0.8, ·, 1
COc1ccc(/C=C2\SC(=S)N(CC(=O)NCCO)C2=O)cc1
 : -13, -6, 12, -4, -4, -1, -0.3, 1, 0
COc1ccc(NC(=O)N2CCCC2C(=O)Nc2ccccc2)cc1 (centres undefined)
 : 3, -6, -8, 2, 0, -3, 0.4, 8, 0
O=C(O)Cn1cnc2sc3c(c2c1=O)CCCC3
 : 0, -9, 5, -5, -1, -4, 3.7, -1, 1
O=C(OCC(=O)N1CCCC1)c1c(Cl)ccc(Cl)c1Cl
 : 3, 2, 17, 5, 1, 1, 2.8, 2, 2
COc1ccc(CCNC(=O)C(C)SCC(=O)Nc2ccc(F)cc2)cc1 (centres undefined)
 : 5, 1, -11, 4, ·, ·, ·, ·, 0
COc1ccc(CCN(C)C2CCCN(S(=O)(=O)c3ccc(C)cc3)C2)cc1OC (centres undefined)
 : 2, -25, 4, 0, 1, 5, 0.8, 0, 0
COC(=O)COc1ccc(S(=O)(=O)NCc2ccncc2)cc1
 : 12, 4, -5, -5, -4, -2, 3.9, -4, 5
CCn1cc(C(=O)NCc2ccc3c(c2)OCO3)c(=O)c2cc(S(=O)(=O)N3CCOCC3)ccc21
 : -6, -1&17, -7, 4, -8, -2, 5.2, 7, 0
CCc1nc2ccccc2c(C(=O)Nc2cc(C)ccc2C)c1C
 : -3, 8, 18, 1, 1, 3, -0.4, -4, 0
Cc1cc(NS(=O)(=O)c2ccc(NC(=O)c3c(F)c(F)c(F)c(F)c3F)cc2)nc(C)n1
 : 7, -10, -1, -15, 1, -4, 2.3, -2, 56*
COc1ccc(/C=N/Nc2ncc(-c3ccccc3)cn2)c(OC)c1
 : -1, -10, 0, 0, 8, -1, -1.1, 5, 0
COc1cccc(C2N(c3ccc(Cl)cc3)C(=O)C3CCCN32)c1 (centres undefined)
 : 3, 53, 17, 12, -3, 0, 3.0, -1, 0
COc1ccc(-c2noc(CSc3nc(-c4ccccc4)cc(=O)[nH]3)n2)cc1
 : 0, 3, 9, -21, 11, 12, 2.2, -1, 2
O=C(Cn1cnc2ccc(Cl)cc2c1=O)c1cccs1
 : -4, 3, 13, 10, -1, 3, 1.1, 4, 2
O=C(COc1ccc(S(=O)(=O)N2CCCCC2)cc1)NCc1ccccn1
 : 1, 1, 10, 3, 0, -4, 1.6, -2, 1

Continuation.
Sequence of screens: proCasp3 act, GASC-1 inh, VLA-4 inh, proCasp7 act, PP1 counter, core dimer inh, PP5 primary, CTSL1 counter, GRK2 inh
CCSc1nnc(NC(=O)COc2ccc(Cl)cc2)s1
 : 11, 7, 3, 2, -3, 3, 0.2, 4, 2
CC[C@@H](C)[C@H](CN[C@H](CNC)C(C)C)NC[C@@H](C)c1ccc(CC(C)C)cc1
 : -2, -20, 16, 4, 9, -24, 0.9, 0, 0
Cc1cc(NC(=O)CC2(CC(=O)O)CCCC2)n(C)n1
 : -2, 8, 6, 4, -6, 3, 1.0, 3, 2
O=C(CN1C(=O)S/C(=C\C=C\c2ccccc2)C1=O)N1CCOCC1
 : -2, -1, 20, 8, 0, 6, -1.4, -3, 2
CCOC(=O)/C(C#N)=C/C=C1\C=Cc2ccccc2N1CC
 : 0, 10, -67, -17, 3, -14, 6.1, 6, 0
Cn1c(SCc2nc(-c3cccs3)no2)nnc1C1CCCCC1
 : -1, 2, 4, 4, -3, 2, 3.0, -8, 2
CCc1nc(SCC(=O)NCCc2ccccc2)c2oc3ccccc3c2n1
 : -2, 5, 3, 5, -1, 4, 0.0, 6, 0
C=CCNC(=S)N1CCC(C(=O)c2ccc3c(c2)OCCO3)CC1
 : 3, 0, 12, 3, -6, -7, -1.5, 3, 0
S=c1[nH]nc(CSCCOc2ccccc2)o1
 : -2, 15, 1, -16, -3, 1, -0.9, -2, 0
Cc1c(C(=O)NC(C)C2CC3CCC2C3)cccc1[N+](=O)[O-] (centres undefined)
 : 2, 14, 2, 11, -1, -1, 1.7, 0, 0
COc1ccc(C(CNC(=O)C(=O)Nc2ccc3c(c2)OCCO3)N2CCN(C)CC2)cc1 (centres undefined)
 : 2, 0, -4, 6, 2, -13, 1.2, 0, 3
COc1cccc(CN(C)CC(=O)NCc2ccccc2Cl)c1
 : 1, 5, 25, 3, -1, 2, -0.6, -2, 1
CCCn1c(=O)c2ccccc2n2c(SCC(=O)N3CCc4ccccc4C3)nnc12
 : 2, 3, -8, 0, -1, 2, 1.1, -1, 0
Cc1cc(OC(C)C(=O)N(Cc2cccs2)C2CCS(=O)(=O)C2)ccc1Cl (centres undefined)
 : 10, -4, 46, 10, -1, 10, 2.0, -2, 0
Cc1ccc(C)c(CSc2nnc(-c3cccnc3)o2)c1
 : -8, -3, 0, -15, 1, -3, 0.6, 3, 0
Cc1nn(C)cc1/C=N/n1nnnc1N
 : 6, -4, 0, -5, 2, 3, 2.8, -4, 0
CCOC(=O)c1[nH]c(C)c(C(=O)Nc2ccc3c(c2)CCC3)c1C
 : 0, -4, -1, 8, -2, -1, 1.1, -3, 5
COc1ccc(OCC(=O)Nc2ccc(N3CCOCC3)cc2)cc1
 : 2, -8, -2, -11, 1, 7, 1.1, -1, 0
CC(CNC(=O)COc1ccc2c(c1)OCO2)c1ccccc1 (centres undefined)
 : 10, -1, -40, -1, -2, ·, -0.1, ·, 0
Cc1ccc(S(=O)(=O)Nc2cccc(CP(=O)(c3ccccc3)c3ccccc3)c2)cc1
 : 2, 8, 15, -7, 0, 1, 4.4, 0, 3

Remaining list, next part
Sequence of screens: proCasp3 act, GASC-1 inh, VLA-4 inh, proCasp7 act, PP1 counter, core dimer inh, PP5 primary, CTSL1 counter, GRK2 inh
Cc1ccc2nc(N3CCN(C(=O)CCC(=O)O)CC3)nc(-c3ccccc3)c2c1
 : -5, 23, -3, -7, 2, 1, -0.6, 5, 0
CCn1cc(CN2CCN(Cc3ccccc3)C(CCO)C2)c2ccccc21 (centres undefined)
 : 4, 2, 2, 7, 5, -1, 1.0, -2, 1
Cc1c(C(=O)N2CCN(CCc3ccccn3)CC2)oc2ccc(Cl)cc12
 : 2, 1, 9, 6, -3, -1, 0.4, 2, 0
O=S(=O)(Nc1cccc2cccnc12)c1ccc(S(=O)(=O)N2CCCC2)cc1
 : -17, 3, 10, -7, 6, 3, 2.2, -1, 0
Cc1ccc(S(=O)(=O)N(C)C[C@@H]2Oc3c(NC(=O)C4CC4)cccc3C(=O)N([C@@H](C)CO)C[C@@H]2C)cc1
 : -6, 1, -13, 7, ·, ·, ·, ·, 4
FC(F)(F)c1cnc2c(c1)Nc1ccccc1S2
 : 0, 7, -11, -10, 1, 6, 0.0, 6, 2
Cc1ccc(-c2csc(NC(=O)c3ccccc3Cl)c2C(=O)O)cc1
 : 5, -2, -12, -2, 3, 15, 0.2, 10, 0
Cn1c(SCc2cccc(F)c2)nnc1-c1cnccn1
 : 8, -4, 9, 11, -6, 2, -0.7, 54*, 4
Cc1cccc(Nc2ncccc2C(=O)O)c1C
 : 7, 3, 26, -6, -6, 3, -1.8, -3, 0
COc1ccc(C2Nc3ccc4ccccc4c3-c3c2c(=O)oc2ccccc32)cc1 (centres undefined)
 : 6, -1, 14, 11, -4, 23, 1.5, 2, 2
CCc1c(C)sc(NC(=O)c2ccc(Br)o2)c1C(=O)OC
 : 2, 49, -4, 7, -1, 2, 4.5, 5, 1
COc1ccc(CCNC(=O)CCS(=O)(=O)c2ccc(Br)cc2)cc1OC
 : 1, 3, 6, -1, 0, -2, -1.1, 0, 20
Cc1ccc(NC(=O)CCN2C(=O)CSC2=O)cc1
 : -2, 8, -1, 3, -2, -2, -1.3, 0, 0
CC1(C2(O)CC(c3ccccc3)ON2)CCCCC1 (centres undefined)
 : -2, -6, 8, -1, 0, 7, 2.5, 0, 1
CC(C)(C)OC(=O)N[C@@H](Cc1ccccc1)C(=O)NCC1CCC(C(=O)N[C@@H](CC(=O)O)C(=O)O)CC1 (some centres undefined)
 : -12, -12, 4, 1, 4, -2, 4.3, 1, 10
CCOc1ccccc1NC(=O)CCSc1nc2n[nH]c(C)c2c(=N)n1-c1ccccc1Cl
 : 0, -1, -14, -1, 7, 18, 0.7, 0, 0
O=C(COc1ccccc1C(=O)O)Nc1cccc2ccccc12
 : 0, 4, 6, -2, ·, ·, ·, ·, 2
CCOc1ccccc1Nc1nnc(SCc2ccc(C(=O)OC)o2)s1
 : 0, 9, 21, 6, 4, -4, -1.7, 4, 26
Cc1ccsc1C(=O)C1CCCN(Cc2cn(C)nc2-c2ccccc2)C1 (centres undefined)
 : 11, 8, 6, 2, 0, -1, 2.7, 2, 2
COCCn1c(SCC(=O)OC(C)C)nnc1-c1ccccc1
 : 6, 21, -1, 11, -2, 1, 2.2, -1, 2
